RNase H inhibition: RNase H inhibition, HIV 1 Gag Pol polyprotein, FRET biochemical assay, screening (AID 372). HIV-1 RT RNase H, FRET RNA/DNA substrate fluorescence; higher % means a stronger effect. one-dose inhibition, % at 10 µM; IC50 in µM for titrated hits. 100,000 tested, 0.77% active; in the data active = inhibition above about 50%
Starred values were filed as active, the others as inactive; & = joins results of further samples. Not all compounds are listed, so the mix of outcomes need not match the whole.

| SMILES | RNase H inhibition |
| --- | --- |
| CCOc1cc(C(=O)Nc2cccc(NC(=O)CC)c2)cc(OCC)c1OCC | 17% |
| C=CCc1ccc(OCCCOc2cc(C)cc(C)c2)c(OC)c1 | 24% |
| CCN1CCN(CC(=O)N/N=C/c2ccc(Br)cc2)CC1 | 3% |
| CCCCCOC(=O)CSc1nnc(-c2ccc(Cl)cc2Cl)o1 | 11% |
| Cc1ccc2oc(-c3ccc(N=C/C=C/c4cccc(Br)c4)cc3O)nc2c1 | 7% |
| CCC1=NN2C(=N)/C(=C/c3ccc(Br)cc3)C(=O)N=C2S1 | 0% |
| COc1cc(C(=O)Nc2c(C)cccc2C(=O)O)cc(OC)c1OC | 2% |
| O=C(N/N=C/c1ccc(Cl)c([N+](=O)[O-])c1)/C(=C\c1ccc2c(c1)OCO2)NC(=O)c1ccccc1 | 5% |
| Cc1ccc(CNC(=O)/C=C/c2ccc([N+](=O)[O-])cc2)cc1 | 17% |
| Cc1ccc(NC(=S)NC(=O)c2cccnc2)cc1Br | 10% |
| Oc1c(Cl)cc(Cl)cc1/C=N/Nc1ncc(Br)cn1 | 15% |
| CSC1=N/C(=C\c2ccc(N(C)C)cc2)C(=O)S1 | 19% |
| CCN=C1SC(CC(=O)Nc2ccc(N3CCOCC3)cc2)C(=O)N1CC (stereo not drawn) | 7% |
| Cc1[nH]nc(-c2ccccc2)c1Sc1ccc(Cl)cc1 | 22% |
| COc1ccc(-c2nc3ccccc3o2)cc1NC(=O)c1ccc(Br)o1 | 10% |
| OCCNCCCOc1ccc(F)cc1 | 15% |
| Cc1ccc(CN2CCN(/N=C/c3ccc(Br)s3)CC2)cc1 | 12% |
| CCOc1ccc(OCCOCCOc2cccc(C(C)C)c2)cc1 | 14% |
| O=S(=O)(Nc1nc2ccccc2nc1NCc1ccccc1)c1cccs1 | 2% |
| O=C(NNc1nc(-c2ccccc2)c2cc(Br)ccc2n1)c1ccccc1Cl | 9% |

(next part)
| SMILES | RNase H inhibition |
| --- | --- |
| COc1ccc(OC)c(C2NC(=O)NC(C)=C2C(=O)OCC2CCCCC2)c1 (stereo not drawn) | 17% |
| Cc1ccc2nc(-c3ccc(NC(=S)NC(=O)c4ccc(C)c(C)c4)cc3)sc2c1 | 26% |
| Nc1ccc2oc(-c3cc(Br)ccc3Cl)nc2c1 | 22% |
| COc1ccc(S(=O)(=O)N2CCN(C3CC4CCC3C4)CC2)cc1 (stereo not drawn) | 4% |
| Cc1cccc(N2C(=O)/C(=C/c3ccc(-c4ccc(F)cc4)o3)C(=O)NC2=S)c1C | 19% |
| O=C(Cn1c(NCCCO)nc2ccccc21)c1cccc(Br)c1 | 6% |
| NC(=O)c1ccccc1NC(=O)COc1ccc(Cl)cc1Br | 2% |
| CCOC(=O)c1c(NC(=O)C2CC=CCC2C(=O)O)sc2c1CCC(C)C2 (stereo not drawn) | 6% |
| COC(=O)c1sccc1NC(=O)c1c(-c2c(Cl)cccc2Cl)noc1C | 35% |
| COc1cccc(/C=N/N2CCN(Cc3cccc4ccccc34)CC2)c1OC | 24% |
| CC(=O)c1ccc(NC(=O)Cc2ccc(F)cc2)cc1 | 1% |
| CC(C)(C)c1ccc(C(=O)N/N=C/c2ccccc2)cc1 | 2% |
| Cc1ccccc1NC(=O)CSc1ccccc1 | 4% |
| COc1ccc(NC(=S)NC(=O)c2ccc(Cl)cc2)cc1Cl | 6% |
| COc1cc(/C=C2\C(=O)NC(=O)N(c3ccc(Cl)cc3)C2=O)cc(Cl)c1OC | 4% |
| CCc1ccc(N2C(=O)NC(=O)/C(=C\c3ccc(N4CCOCC4)o3)C2=O)cc1 | 24% |
| Cc1cc(=O)oc2c(C)c(O)c([N+](=O)[O-])cc12 | 10% |
| CCCOc1ccc(C2NC(=O)NC(C)=C2C(=O)OCC(F)(F)F)cc1OC (stereo not drawn) | 5% |
| O=Cc1ccc(OCc2ccc(Cl)cc2)c(I)c1 | 0% |
| Cc1cccc(NC(=O)C(=O)N/N=C/c2c(Cl)cccc2Cl)c1C | 17% |

(more compounds)
| SMILES | RNase H inhibition |
| --- | --- |
| O=Cc1cc(Br)ccc1OCc1ccccc1Cl | 35% |
| Cc1cc(C)c(/C=N/N=C2/NC(=O)CS2)cc1C | 7% |
| CC(=O)Nc1ccccc1NC(=O)c1cccc(Cl)c1 | 13% |
| CCc1ccc(-c2nc3cc(NC(=O)c4ccccc4)ccc3o2)cc1 | 18% |
| Cn1c2ccc(Br)cc2c2n[nH]c(=S)nc21 | 0% |
| Cc1c(NC(=S)NC(=O)c2oc3ccccc3c2C)cccc1-c1nc2ncccc2o1 | 2% |
| COc1ccccc1C/C(N)=N/OC(=O)COc1ccc(Br)cc1 | 40% |
| C/C=C/c1ccc(OCCOCCOc2ccccc2OC(C)C)c(OC)c1 | 19% |
| C/C(=N\Nc1cc(-c2ccccc2)nc(-c2ccccc2)n1)c1ccc(Cl)c(Cl)c1 | 20% |
| COc1ccc(CC(=O)Nc2ccccc2F)cc1OC | 0% |
| CC/C(=N/Nc1ccccc1[N+](=O)[O-])c1ccc(O)cc1 | 42% |
| COc1ccccc1NC(=O)c1ccc(OC)c([N+](=O)[O-])c1 | 6% |
| O=C(Nc1ccccc1)OC1CCS(=O)(=O)C1 (stereo not drawn) | 0% |
| CC(C)c1ccc(C(=O)CSc2nc3ccccc3c(=O)[nH]2)cc1 | 18% |
| O=C(/C=C/c1ccccc1)Nc1cc(-c2nc3ccccc3s2)ccc1Cl | 14% |
| O=C(CCC1CCCC1)Nc1ccc2c(c1)oc1ccccc12 | 5% |
| COc1cc(NC(=O)COc2ccc(Br)cc2)ccc1NC(=O)c1cc2ccccc2o1 | 10% |
| O=c1/c(=C/c2ccc(O)c(Cl)c2)sc2nc3ccccc3n12 | 16% |
| CC(=O)Nc1ccccc1NC(=O)c1ccc(I)cc1 | 9% |
| CCn1c(-c2ccccc2C)n[nH]c1=S | 2% |

(next part)
| SMILES | RNase H inhibition |
| --- | --- |
| Cc1nn(-c2ccc([N+](=O)[O-])cc2)c(C)c1[N+](=O)[O-] | 0% |
| O=C(Nc1ccc(N2CCOCC2)cc1)c1ccc(Br)o1 | 16% |
| CCOc1ccccc1OCCOc1ccccc1OC(C)C | 9% |
| COc1cc(C(=O)N/C(=C/c2ccc(Br)cc2)C(=O)NC(Cc2ccccc2)C(=O)O)cc(OC)c1OC (stereo not drawn) | 15% |
| Cc1cc(C)c(OCCCCN2CCC(C)CC2)c(C)c1 | 10% |
| CC(C)C(=O)Nc1ccc2oc(-c3ccccc3Br)nc2c1 | 2% |
| O=C(CCC(=O)Nc1ccccc1)N/N=C/c1ccc(Cl)cc1 | 5% |
| CCCn1c(=N)n(CC(O)c2ccc(Cl)cc2)c2ccccc21 (stereo not drawn) | 10% |
| CC(/C=C/c1ccc2c(c1)OCO2)=N\NC(=O)c1ccc([N+](=O)[O-])cc1 | 8% |
| N/C(=N\OC(=O)c1ccccc1F)c1cccnc1 | 2% |
| O=C1/C(=C\c2ccc3c(c2)OCO3)SC(=S)N1C1CCS(=O)(=O)C1 (stereo not drawn) | 14% |
| O=C(Nc1ccc(NC(=O)c2ccc(Cl)cc2Cl)cc1)c1ccccc1 | 19% |
| Cc1ccc(N=Cc2c(O)n(-c3ccccc3C)c(=O)[nH]c2=O)cc1 | 0% |
| N/C(=N\OC(=O)c1cccc(I)c1)c1ccc([N+](=O)[O-])cc1 | 11% |
| COc1ccc(C(=O)NC(=S)Nc2ccc(S(=O)(=O)N=C(N)N)cc2)cc1 | 2% |
| Cc1ccc(-c2cc(CC(C)C)nc(N)c2C#N)cc1 | 0% |
| Cc1cc(C)cc(N2C(=O)NC(=O)/C(=C\c3ccc(I)o3)C2=O)c1 | 17% |
| Clc1cc(-c2ccccc2)nc(-c2ccccc2)n1 | 24% |
| COC(=O)C(Cc1c[nH]c2ccccc12)NS(=O)(=O)c1ccc(Cl)cc1 (stereo not drawn) | 29% |
| C=CCOc1ccc(/C=C/C(=O)c2ccc(C)cc2)cc1 | 4% |

Carrying on:
| SMILES | RNase H inhibition |
| --- | --- |
| COc1cc(C)ccc1OCCOc1c(C)ccc(C)c1C | 38% |
| COC(=O)c1ccc(/C=c2\sc3nnc(-c4ccccc4)n3c2=O)cc1 | 1% |
| COc1cccc(C2NC(=S)NC(C)=C2C(=O)Nc2ccccc2C)c1OC (stereo not drawn) | 16% |
| O=C(NCC1CCN(C(=O)c2cccc(F)c2)CC1)c1cccc(F)c1 | 5% |
| CCOc1ccc(C2=CC(C3CC3)=C(C#N)C(=C(C#N)C#N)N2)c(OCC)c1 | 8% |
| COc1cccc(OCCNC(=O)c2ccc(C)cc2)c1 | 0% |
| O=C1/C(=C/c2cccc(OCc3ccc([N+](=O)[O-])cc3)c2)Sc2ccccc21 | 7% |
| N#C/C(=C\c1ccc(-c2ccc(F)cc2)o1)c1ccccc1 | 36% |
| Oc1ccc2ccccc2c1/C=N/Nc1c(Cl)cc(Cl)cc1Cl | 10% |
| CC(C)(C)C(=O)/C=C(/c1ccccc1)N1CCCCC1 | 29% |
| C(=C\c1ccccc1)/CN1CCN(Cc2ccc(OCc3ccccc3)cc2)CC1 | 0% |
| O=C1NC(=O)N(c2ccccc2)C(=O)/C1=C\c1cccc(OCc2ccc(F)cc2)c1 | 9% |
| Clc1ccc(CN2CCN(Cc3ccc4c(c3)OCO4)CC2)c(Cl)c1 | 14% |
| CCOc1ccc(Nc2nc(-c3sc(NC(=O)c4ccccc4)nc3C)cs2)cc1 | 1% |
| COCCNC(=O)/C=C/c1cccc([N+](=O)[O-])c1 | 4% |
| CCOC(=O)C1=C(C)N=c2s/c(=C\c3ccccc3OCc3ccc(Cl)cc3Cl)c(=O)n2C1c1ccc(C)cc1 (stereo not drawn) | 10% |
| O=C(c1nn2c(C(F)(F)F)cc(-c3ccccc3)nc2c1Br)N1CCCCC1 | 9% |
| O=C(Nc1ccc(I)cc1)c1ccc(Cl)cc1Cl | 17% |
| Cc1ccccc1OCC(=O)N/N=C/c1ccc[nH]1 | 1% |
| CCN(CC)c1ccc(/C=C/C(=O)C23CC4CC(CC(C4)C2)C3)cc1 | 17% |

Next part.
| SMILES | RNase H inhibition |
| --- | --- |
| C#CCSc1nnc2c3ccccc3n(CC=C)c2n1 | 0% |
| C=CCSc1nnc2c(n1)OC(c1ccc(OC(=O)CC)cc1)Nc1ccccc1-2 (stereo not drawn) | 8% |
| O=C(O)c1ccc(NC2=NS(=O)(=O)c3ccccc32)cc1 | 8% |
| Cn1c(O)c(N=NC(=O)COc2ccc3ccccc3c2)c2ccccc21 | 21% |
| Cc1ccccc1N(CC(N)=O)S(C)(=O)=O | 10% |
| Oc1ccc(C=Nc2cccc(Br)c2)cc1 | 6% |
| Brc1ccc(C2=CSC3=NCCN23)cc1 | 7%&0% |
| Cc1nc2ncccn2c1-c1csc(Nc2ncccn2)n1 | 4% |
| COc1ccc(CN=C(Nc2ccccc2)SC2CC(=O)N(c3ccc(F)cc3)C2=O)cc1 (stereo not drawn) | 17% |
| COC(=O)C1=C(C)N=c2s/c(=C\c3c(F)cccc3Cl)c(=O)n2C1c1ccccc1 (stereo not drawn) | 8% |
| CC(NC(=O)c1ccccc1CCc1ccccc1)c1ccccc1 (stereo not drawn) | 9% |
| CCOc1cc(C2C(C(=O)OCCSCC)=C(C)NC3=C2C(=O)CC(c2ccc(Cl)cc2)C3)cc(Br)c1O (stereo not drawn) | 8% |
| COc1ccc(NCC(O)Cn2c3ccc(Cl)cc3c3cc(Cl)ccc32)c(OC)c1 (stereo not drawn) | 27% |
| COC(=O)c1cc(C(=O)Nc2ccc(OC)cc2OC)cc([N+](=O)[O-])c1 | 5% |
| Cc1ccc(OCCOc2cccc(/C=C3\SC(=S)NC3=O)c2)c(C)c1 | 40% |
| CCOC(=O)C1=C(C)N=c2s/c(=C\c3ccc(-c4ccc(C(=O)OCC)cc4)o3)c(=O)n2C1c1ccc(OC)cc1 (stereo not drawn) | 12% |
| O=[N+]([O-])c1cc(C(F)(F)F)ccc1N1CCN(S(=O)(=O)c2ccc(Cl)cc2)CC1 | 20% |
| COc1cccc(CN2CCN(C(=O)CC(C)C)CC2)c1OC | 0% |
| CCOC(=O)C1=C(C)N=c2s/c(=C/c3cc(Br)ccc3OC)c(=O)n2C1c1ccccc1OC (stereo not drawn) | 1% |
| CC1=CC(C)(C)Nc2ccc(OC(=O)COc3ccccc3Cl)cc21 | 11% |

The results go on:
| SMILES | RNase H inhibition |
| --- | --- |
| CCCCOc1cccc(C(=O)Nc2ccc(O)c(-c3nc4ccccc4s3)c2)c1 | 11% |
| FC(F)(F)c1ccccc1CN1CCN(Cc2c[nH]c3ccccc23)CC1 | 13% |
| COc1cccc(C(=O)Nc2ccc(Cc3ccncc3)cc2)c1 | 0% |
| COc1ccc(C2Nc3ccc4ccccc4c3-c3c2c(=O)oc2ccccc32)cc1 (stereo not drawn) | 14% |
| O=S(=O)(Nc1cc(Cl)c(Cl)cc1Cl)c1ccc(Cl)cc1 | 0% |
| COCc1cc(C)nc(Nc2ccc(C)c(C)c2)c1C#N | 9% |
| CS(=O)(=O)Oc1cc2oc(=O)c3c(c2cc1Cl)CCCC3 | 0% |
| O=C(CCN1C(=O)c2cccc3cccc(c23)C1=O)NCC1CCCO1 (stereo not drawn) | 2% |
| Cc1ccccc1C(=O)NC(=S)Nc1ccccn1 | 15% |
| Cc1cc(C)c(NC(=S)NC(=O)c2ccccc2)c(C)c1 | 4% |

From PubChem
